# SW480 rereplic: inducers of DNA re-replication in SW480 colon cancer cells | hit rate 1.8% among 340,000 | SW480 DNA re-replication, Hoechst DNA content imaging, 48 h | AID 624297 | Potency, µM (doses to about 46.1 µM), for the others: top-dose re-replication activation, hits mostly activators; note: potency is the fitted concentration of half-maximal effect; % of control where 0% means no effect; nearly all actives have a fitted effect of over 55% in size
#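 Per well, 250 cells were exposed to pinned compound for 48 hr. Nuclear DNA was visualised with Hoechst (40 min, 37 C) and total object intensity recorded by fluorescence scanning.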
# DRD3 agonist: activates the human D3 dopamine receptor; P35462; D3R DiscoveRx beta-arrestin cells, luminescence, 90 min; max activation, %; hit rate 0.58% among 410,000; AID 652048; in the data active = max activation above about 30%; note: 0% is about no effect; mostly tested at two doses, the higher about 12 µM
#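 Cells at 1500/well, incubated overnight, then treated with pinned compounds (dopamine as control) for 90 min at 37 degrees C. DiscoveRx reagent added for 30 - 60 minutes at room temperature; luminescence read.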
# IL-1B inflam inh: inflammasome signaling inhibition, IL-1 beta readout; THP-1 LPS/ATP IL-1B secretion, AlphaLISA, 16 h; stronger effect = lower value; hit rate 4.7% among 360,000; activity change, % at 57.5 µM; AID 743279; in the data active = activity change below about -50%; inconclusive = mostly about -30% to -49%; note: % is set by controls: 0 for no effect and ±100 for the full control effect
#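 THP-1 cells pretreated 1 hr with compounds (up to 57.5 uM final), then stimulated with LPS (250 ng/mL final) plus ATP (1.25 mM final); secreted IL-1B measured by AlphaLISA after 16 hr, decreased signal indicating inhibition.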
# KB-3-1 cytotox: kills parental KB-3-1 adenocarcinoma cells. Potency, µM (doses to about 46.1 µM), without a hit: top-dose activity change, negative = cytotoxic, hits mostly cytotoxic. AID 1347075. hit rate 1.4% among 400,000. KB-3-1 viability, CellTiter-Glo ATP luminescence, 72 h; note: potency is the fitted concentration of half-maximal effect; % is set by controls: 0 for no effect and ±100 for the full control effect; nearly all actives have a fitted effect of over 60% in size
#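 Multi-concentration cytotoxicity screen in KB-3-1 cells grown in DMEM lacking phenol red with 10% FBS. After 72 h at 37 °C with compound, ATP-dependent luminescence was recorded.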
# HT1080 IDH1KD tx: toxicity to HT-1080 IDH1 knockdown cells (counter line); HT-1080 IDH1 knockdown viability, ATP luminescence, 48 h; Potency, µM (highest dose often 46.1 µM), without a hit: top-dose activity, negative = toxicity, hits mostly cytotoxic; hit rate 2% among 360,000; AID 686971;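 note: potency is the fitted concentration of half-maximal effect; 0% = DMSO wells and -100% = cell-free medium wells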
#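 Viability of IDH1-knockdown HT-1080 fibrosarcoma cells was assessed by CellTiter-Glo after 48 h at 37 °C with titrated compound; concentration-effect curves were classified by fit quality and response size.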
# HT1080-NT tox: kills 2HG-producing HT-1080-NT fibrosarcoma cells | Potency, µM (highest dose often 46.1 µM), without a hit: at the highest dose activity, negative = less viability, hits mostly cytotoxic | HT-1080-NT fibrosarcoma viability, CellTiter-Glo ATP luminescence, 48 h | hit rate 1.6% among 360,000;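 note: NT is the 2HG producing partner of a matched IDH1 knockdown line; potency is the fitted concentration of half-maximal effect; 0% = DMSO-treated cells and -100% = media-only wells without cells; nearly all actives have a fitted effect of over 55% in size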
#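 Read-out is CellTiter-Glo luminescence after 10 minutes at room temperature, following 48 hours' compound treatment of HT-1080-NT cells (750 cells/well, RPMI, 5% FBS, 37 degrees C).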
# MCF10A rerep: induces DNA re-replication in MCF 10a normal breast cells; AID 624296; MCF 10A DNA re-replication, Hoechst nuclear intensity, 48 h; hit rate 2.9% among 350,000; Potency, µM (top dose mostly 46.1 µM), without a hit: at the highest dose activity, positive = re-replication, actives largely listed as activators; note: potency is the fitted concentration of half-maximal effect; % of control where 0% means no effect; nearly all actives have a fitted effect of over 50% in size
# KB-V1 cytotox: kills drug-selected multidrug resistant KB-V1 cells; KB-V1 MDR cells viability, CellTiter-Glo, 72 h; Potency, µM (titrated, usually from 46.1 µM), without a hit: at the highest dose activity change, negative = cytotoxicity, usual class: cytotoxic; hit rate 3.4% among 400,000; AID 1347076; note: potency is the fitted concentration of half-maximal effect; % is set by controls: 0 for no effect and ±100 for the full control effect; nearly all actives have a fitted effect of over 60% in size
#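 Readout: CellTiter-Glo luminescence, 10 min after addition. Cells: KB-V1 MDR subline, 72 h at 37 degrees C with compound. Analysis: corrected, normalized data fitted to concentration-effect curves.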
# HEK293 tox: cytotoxic in the GLP-1 receptor inverse agonist counter-screen. HEK293 cAMP-luciferase reporter cells, luminescence, 24 h. Potency, µM (top dose mostly 38.3 µM), without a hit: at the top dose activity change, negative = inhibition, usual class: inhibitors. hit rate 0.13% among 410,000;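 note: loss of luciferase light is scored as toxicity; potency is the fitted concentration of half-maximal effect; % is set by controls: 0 for no effect and ±100 for the full control effect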
#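 1536-well qHTS counterscreen of the MLSMR; 200 cells/uL, 12 h pre-incubation, 23 nL cpd, 24 h at 37 deg C 5% CO2, luciferase detection reagent, 12 min RT, luminescence. Inhibition = undesired.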
# Active calls of the source: *; i = inactive; ? = inconclusive; / = no result given; [ ] = dose if it differs, or a comment. Unless noted, calls come from the whole dose curve; as a rule, active = well fitted curve in the direction sought with a large enough effect; inconclusive = small, poorly fitted or top-dose-only effect, or another doubt; inactive = no such curve, though single readings can be large; an effect the other way counts as inactive or inconclusive.
SMILES,SW480 rereplic,DRD3 agonist,IL-1B inflam inh,KB-3-1 cytotox,HT1080 IDH1KD tx,HT1080-NT tox,MCF10A rerep,KB-V1 cytotox,HEK293 tox
O=C(Cc1ccccc1)c1ccc(O)cc1O,-5%,-16,0,-6%,1%,0%,-4%,1%,-13%
COc1ccc(N2CCN(c3ccc(N4C(=O)CC(C)C4=O)cc3[N+](=O)[O-])CC2)cc1 (stereo not given),3%,4,1,-6%,3%,-1%,-3%,?,-12%
COC(=O)C12CCC3(SCCS3)C(C(=O)OC)(CCC13SCCS3)C2,1%,11,2,3%,-6%,-5%,-9%,1%,-1%
O=C(COc1ccc(F)cc1Br)NCC1(N2CCOCC2)CCCCC1,-22%,5,-20,15%,-9%,0%,?,-6%,-11%
CN(C(=O)C1CCN(S(=O)(=O)c2cccc3nonc23)CC1)C1CCCCC1,9%,-6,-4,-6%,-1%,-7%,10%,-28%,0%
O=C(COC(=O)c1ccccc1NS(=O)(=O)c1cccs1)NC1CCCCC1,-3%,-9,18,-2%,2%,0%,3%,-8%,-15%
CCOC(=O)c1c(-c2ccccc2)csc1NC(=S)N(CC)CC,2%,2,105,-1%,12%,8%,?,-29%,2%
N#Cc1cc(C(=O)c2cc(Br)ccc2O)cn(Cc2ccccc2)c1=O,5%,3,?,5%,-28%,?,?,-23%,-16%
Cc1nnc(NC(=O)c2ccccc2Br)s1,7%,-11,-13,19%,1%,4%,1%,11%,10%
Cc1ccc(-c2nn(CC(=O)NC3CCCCC3)c3c2cnc2ccccc23)cc1,/,-10,/,4%,/,/,/,7%,3%
CN(CC(=O)Nc1ccc(Cl)cc1)C(=O)CNC(=O)c1ccc2ccccc2c1,1%,-2,-102*,/,-10%,-8%,2%,/,18%
CC(C)CC(=O)NC(=S)N1CCN(c2ccc([N+](=O)[O-])cc2Cl)CC1,-5%,-7,-13,-14%,-4%,0%,0%,-3%,?
Cc1ccc(CN2C(=O)C(C)Nc3ncnc(N4CCOCC4)c32)cc1 (stereo not given),-1%,-16,17,-17%,-1%,-4%,2%,0%,8%
COc1cc(NC(=O)C2CCN(S(=O)(=O)c3ccc4[nH]c(=O)oc4c3)CC2)cc(OC)c1,23%,-9,-2,0%,-18%,-1%,20%,3%,4%
CCOC(=O)c1cn(CC)c2cc(N3CCSCC3)c(F)cc2c1=O,-4%,-2,2,0%,-2%,1%,4%,-17%,-3%
Cc1ccccc1C(=O)NNC(=O)C(C)N1C(=O)c2ccccc2C1=O (stereo not given),-2%,6,13,9%,0%,3%,-20%,10%,9%
O=C(Nc1cccc(Cl)c1)NC1(C(=O)NCc2cccs2)CCCCC1,1%,-23,-5,-4%,-12%[9.24 µM],?,?,-10%,4%
CCOc1cc(C(=S)N2CCN(C)CC2)ccc1OCC(=O)N1CCCC1,-4%,-4,15,/,2%,-3%,-1%,/,14%
O=C(CCCCCNc1nc(=S)[nH]c2ccccc12)NCCc1ccccc1,0%,10,27,18%,-4%,-4%,?,5%,-9%
Cc1noc(C)c1C(=O)OCC(=O)Nc1ncc(C(F)(F)F)cc1Cl,-1%,4,2,10%,4%,4%,6%,16%,1%
Cc1ccc(OCC(=O)N/N=C2\CC(=O)CC(C)(C)C2)c(Br)c1,-4%,-6,-3,2%,0%,0%,-1%,-8%,-10%
Cc1ccc(S(=O)(=O)Nc2c(C)n(C)n(-c3ccccc3)c2=O)cc1C(=O)OCC(=O)N1CCCC(C)C1 (stereo not given),-4%,-3,19,17%,2%,2%,-1%,?,-20%
O=C(CSc1ccc(-c2ccc(F)cc2)nn1)NCC1CCCO1 (stereo not given),-24%[1.84 µM],10,43,-7%,11%,17%,-21%,11%,-6%
CC(C)Sc1nc(N)nc(-c2cccs2)c1C#N,-1%,1,-2,-10%,-16%,-21%,7%,16%,5%
CN1[C@@H]2CC[C@H]1CC(OC(=O)C(O)c1ccccc1)C2 (stereo not given in full),-6%,/,3,0%,6%,9%,8%,10%,-3%
# Further structures follow.
SMILES,SW480 rereplic,DRD3 agonist,IL-1B inflam inh,KB-3-1 cytotox,HT1080 IDH1KD tx,HT1080-NT tox,MCF10A rerep,KB-V1 cytotox,HEK293 tox
CCC(C)(C)NC(=O)C(c1ccc(OC)cc1)N(C(=O)CCC(=O)Nc1cc(C)on1)c1ccccc1F (stereo not given),-4%,-6,-7,0%,-15%,-19%,2%,-24%,-5%
O=P(NC1CCCCC1)(c1ccccc1)c1ccccc1,-3%,0,-9,7%,1%,4%,1%,2%,-2%
O=S(=O)(c1ccccc1)N(Cc1ccccn1)Cc1ccccn1,-6%,-1,0,-6%,0%,10%,-16%,10%,6%
CN(Cc1nc2c(s1)CCCC2)C(=O)CCc1nnc(-c2ccccc2)o1,-23%,-4,-11,6%,6%,3%,?,5%,-4%
CCCCn1c(N)c(N(CCC(C)C)C(=O)COC(=O)c2sccc2C)c(=O)[nH]c1=O,10%,-1,-22,-29%,-3%,-4%,5%,-6%,-6%
CCOc1ccc(/C(C)=N/NC(=O)Cn2nc([N+](=O)[O-])cc2C)cc1,3%[9.22 µM],-3,7,-5%,1%,2%,-10%,1%,19%
O=C(c1cnccn1)N(c1ccccc1)C1(C(=O)NC2CCCC2)CCCCC1,-4%,7,-2,8%,9%,13%,-3%,-12%,-19%
O=C(NCc1csc(-c2cccs2)n1)c1ccsc1,-8%,-3,-4,-10%,19%,7%,0%,-1%,-1%
COc1ccc(CCCNC(=O)C2CCC(=O)N(Cc3ccccc3F)C2)cc1 (stereo not given),-2%,5,0,10%,7%,-1%,18%,14%,6%
Cc1ccc(CN2CC(N3CCN(c4ccccn4)CC3)CS2(=O)=O)cc1 (stereo not given),/,6,-15,0%,1%,16%,/,26%,-3%
Cc1ccc(C)c(-c2nnc(NC(=O)COc3ccccc3)o2)c1,-3%,2,11,0%,1%,7%,2%,0%,2%
CCCCCCc1nc(C(N)=O)c2[nH]c(=O)n(-c3ccc(OC)cc3OC)c2n1,-49%[inhibitor],-2,35,19%,?,-19%,1%,?,-5%
CCCNC(=O)c1c(NC(=O)c2ccccc2F)sc2c1CCCCC2,/,-2,/,-2%,/,/,/,-3%,-5%
COc1cccc(NC(=O)C2CCCN(c3ncnc4onc(-c5ccc(F)cc5)c34)C2)c1 (stereo not given),/,1,/,-15%,/,/,/,-5%,-7%
Cc1nn(-c2ccccc2)c(N2CCCC2)c1/C=N/NC(=O)c1cccc(S(=O)(=O)Nc2ccc(Cl)cc2)c1,0%,1,-30,-18%,-12%,-2%,?,-26%,-7%
O=C(O)c1cccc(-c2csc(C(O)c3cccc(Cl)c3)n2)c1 (stereo not given),/,5,-5,0%,2%,15%,/,-2%,10%
O=C(CN1CCN(Cc2ccc(Cl)cc2)C1=O)NCCN1CCCC1,-7%,-8,-12,7%,3%,0%,-2%,6%,1%
COC(C[C@@H](O)C[C@H](O)[C@H](C)OCc1ccccc1)OC,-15%[9.22 µM],14,13,28%,13%,15%,11%,12%,0%
COc1ccc(N2CCN(Cc3csc(C)c3-c3ccc(C)cc3)CC2)cc1,7%,-26,-14,-21%,-30%,?,21%,1%,2%
O=C(NCCc1cccs1)c1ccc(Cn2c(SCc3ccc(F)cc3)nc3cccnc32)cc1,/,1,/,-6%,/,/,/,-24%,1%
COc1ccc(Cl)cc1NC(=O)CN(C)CC(=O)Nc1cccc(S(=O)(=O)N2CCCC2)c1,22%,-7,?,-23%,-16%,-26%,?,?,3%
CCOc1ccc(C2CC(c3cccc(OC)c3)Nc3ncnn32)cc1 (stereo not given),1%,0,10,0%,10%,-2%,-1%,6%,1%
COc1ccc(CCN2CC(C(=O)NCCN3CCOC3=O)CCC2=O)cc1 (stereo not given),0%,4,i,1%,0%,11%,-3%,-3%,-3%
COc1cc(-c2nc3n(n2)C(c2cccc(OC)c2OC)C2=C(CCCC2=O)N3)cc(OC)c1OC (stereo not given),-3%,3,-11,?,-26%,-27%,15%,4%,-5%
CC(C)C1CC2=C(C(=O)OC(C)(C)O2)C(c2ccc(F)cc2)O1 (stereo not given),/,5,43,0%,6%,0%,/,5%,4%

# 2 of these compounds in another layout.
> O=P(NC1CCCCC1)(c1ccccc1)c1ccccc1
- SW480 rereplic = -3%
- DRD3 agonist = 0
- IL-1B inflam inh = -9
- KB-3-1 cytotox = 7%
- HT1080 IDH1KD tx = 1%
- HT1080-NT tox = 4%
- MCF10A rerep = 1%
- KB-V1 cytotox = 2%
- HEK293 tox = -2%

> O=S(=O)(c1ccccc1)N(Cc1ccccn1)Cc1ccccn1
- SW480 rereplic = -6%
- DRD3 agonist = -1
- IL-1B inflam inh = 0
- KB-3-1 cytotox = -6%
- HT1080 IDH1KD tx = 0%
- HT1080-NT tox = 10%
- MCF10A rerep = -16%
- KB-V1 cytotox = 10%
- HEK293 tox = 6%

# Continuation.
SMILES,SW480 rereplic,DRD3 agonist,IL-1B inflam inh,KB-3-1 cytotox,HT1080 IDH1KD tx,HT1080-NT tox,MCF10A rerep,KB-V1 cytotox,HEK293 tox
C=Cn1cc[n+](CC(=O)c2ccc(-c3ccccc3)cc2)c1,-6%,-9,?,?,-28%,0%,2%,0%,-9%
CCOc1ccc2nc(N3CCC(C(=O)Nc4c(C)cccc4C)CC3)sc2c1,/,4,/,9%,/,/,/,6%,9%
O=C(Nc1cc(Cl)cc2c1-c1ccc(Cl)cc1C2O)C(Cl)Cl (stereo not given),?,3,-61*,?,-26%,-12%,?,18µM*,-51%
CCOC(=O)C1(CC2CCCCO2)CCN(S(=O)(=O)c2ccc(OC)cc2)CC1 (stereo not given),?,2,-1,-7%,-2%,0%,-8%,-21%,10%
C[C@H](CO)N1C[C@H](C)[C@@H](CN(C)Cc2ccc(C(=O)O)cc2)Oc2c(NC(=O)c3ccncc3)cccc2C1=O,3%,1,-2,-13%,-1%,-1%,10%,4%,32%[activator]
c1coc(CNc2nc3ccccc3s2)c1,2%,11,-19,15%,1%,-13%,3%,?,5%

# From PubChem
